KDM5B inh – Primary screen for KDM5B Histone Demethylases FDH-coupled qHTS; KDM5B demethylase, FDH-coupled NADH fluorescence (FDH is formaldehyde dehydrogenase); Potency, µM (titrated, usually from 57.7 µM), without a hit: at the top dose activity change, negative = inhibition, most hits filed as inhibitors; Lysine-specific demethylase 5B (Homo sapiens), Q9UGL1; actives 2.6% (n = 220,000); active means well fitted inhibition curve with a large enough effect; inconclusive means small, poorly fitted or top-dose-only effect; inactive means no such curve, though single readings can be large or run the other way; further: 0% is about no effect; nearly all actives have a fitted effect of over 70% in size
Target sequence (Q9UGL1 whole entry, looked up): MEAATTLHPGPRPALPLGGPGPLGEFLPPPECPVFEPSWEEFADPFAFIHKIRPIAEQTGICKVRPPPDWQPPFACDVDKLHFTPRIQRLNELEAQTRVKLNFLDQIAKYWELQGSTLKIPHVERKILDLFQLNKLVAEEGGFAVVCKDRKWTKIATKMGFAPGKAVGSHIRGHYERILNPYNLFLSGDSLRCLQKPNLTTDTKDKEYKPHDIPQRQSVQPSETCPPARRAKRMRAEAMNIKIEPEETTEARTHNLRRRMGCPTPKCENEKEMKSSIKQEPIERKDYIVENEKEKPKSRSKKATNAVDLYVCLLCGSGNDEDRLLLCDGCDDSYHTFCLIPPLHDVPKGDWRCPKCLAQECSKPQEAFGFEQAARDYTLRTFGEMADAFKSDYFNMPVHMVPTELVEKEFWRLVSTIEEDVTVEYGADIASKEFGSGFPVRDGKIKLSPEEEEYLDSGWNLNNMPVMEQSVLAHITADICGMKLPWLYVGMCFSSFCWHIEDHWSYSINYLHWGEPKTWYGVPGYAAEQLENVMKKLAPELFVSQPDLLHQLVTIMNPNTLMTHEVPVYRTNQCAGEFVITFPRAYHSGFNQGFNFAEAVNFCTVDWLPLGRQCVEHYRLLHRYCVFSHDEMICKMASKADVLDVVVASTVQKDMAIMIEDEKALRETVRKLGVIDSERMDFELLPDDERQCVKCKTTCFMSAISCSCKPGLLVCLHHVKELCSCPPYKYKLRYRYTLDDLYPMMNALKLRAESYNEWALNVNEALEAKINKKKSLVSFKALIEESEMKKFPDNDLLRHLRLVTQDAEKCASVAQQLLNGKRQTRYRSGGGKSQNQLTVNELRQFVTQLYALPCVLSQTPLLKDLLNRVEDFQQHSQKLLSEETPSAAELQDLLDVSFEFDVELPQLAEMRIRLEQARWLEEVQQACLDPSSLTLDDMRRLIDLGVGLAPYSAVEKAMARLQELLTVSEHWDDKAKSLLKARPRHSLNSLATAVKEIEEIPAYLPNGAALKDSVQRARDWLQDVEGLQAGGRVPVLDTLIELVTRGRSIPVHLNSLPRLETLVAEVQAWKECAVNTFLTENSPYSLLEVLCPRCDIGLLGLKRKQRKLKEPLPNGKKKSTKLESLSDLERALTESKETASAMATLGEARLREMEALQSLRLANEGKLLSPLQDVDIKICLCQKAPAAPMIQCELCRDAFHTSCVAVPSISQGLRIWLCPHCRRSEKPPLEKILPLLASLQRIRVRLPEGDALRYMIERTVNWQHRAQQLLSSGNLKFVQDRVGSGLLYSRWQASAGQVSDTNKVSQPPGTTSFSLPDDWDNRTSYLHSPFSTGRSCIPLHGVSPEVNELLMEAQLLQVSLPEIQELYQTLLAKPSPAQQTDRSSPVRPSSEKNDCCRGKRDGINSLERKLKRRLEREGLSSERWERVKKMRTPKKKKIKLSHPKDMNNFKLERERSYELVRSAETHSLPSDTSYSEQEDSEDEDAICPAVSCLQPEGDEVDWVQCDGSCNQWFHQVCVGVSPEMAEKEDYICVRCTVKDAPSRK
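Inhibition is measured as reduced NADH fluorescence generation from FDH coupling to formaldehyde release. Truncated KDM5BΔAP at 200 nM final acts on H3K4me3 peptide (12.5 µM in substrate mix) in pH 7.5 HEPES buffer with Tween-20, 30 min, room temperature.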
An asterisk follows results filed as active; u = inconclusive; & = joins results of further samples; [ ] = another dose, or the depositor's remark. Potency means the concentration at half of the fitted maximal effect. Some of the compounds tested. The share of hits here may be higher or lower than overall.

SMILES | KDM5B inh
COc1cc(C(=O)N(Cc2ccc(N(C)C)cc2)CC2CCCO2)cc(OC)c1OC (stereo unspecified) | -11%
Cc1ccc(Cl)cc1N1CCN(S(=O)(=O)c2ccc3c(c2)CC(=O)N3C)CC1 | u
NC(=O)c1nsc(C(=O)N(c2ccccc2)C(C(=O)NC2CCCC2)c2cccs2)c1N (stereo unspecified) | u
O=C1CCCN1CC(=O)N1CCC[C@H](n2c(=O)n(CC3CC3)c3cccnc32)C1 | -2%
O=C(NCc1ccccc1Cl)C1CCCN(C(=O)c2cnn(-c3ccccc3)c2-n2cccc2)C1 (stereo unspecified) | -11%
O=S(=O)(c1ccccc1)c1nc(-c2ccccc2F)oc1N1CCOCC1 | u
CC(C)CCN1CCC(O)(c2csc(CN(C)Cc3cccnc3)n2)CC1 | -18%[86.2 µM]
Cc1nnc2n1CCC(N(C)C(=O)c1ccc3ccccc3n1)CC2 (stereo unspecified) | -26%
CN(C)Cc1nnc(C2CC(NC(=O)c3n[nH]c4c3CCCC4)C2)n1C (stereo unspecified) | -1%&-25%
CC(C)N1C[C@H](O)C[C@H]1c1nnc2n1CCN(C(=O)c1ccoc1)CC2 | -8%
COc1ccc(CN2CC3=C(C2=O)C(c2cc(OC)c(OC)c(OC)c2)NC(=O)N3)cc1 (stereo unspecified) | 13%
CCc1ccccc1Oc1cnn(-c2ccc(C(F)(F)F)cn2)c(=O)c1Cl | 4%
O=C(CCC[C@@H]1[C@H]2CCCN3CCC[C@@H](CN1C(=O)c1ccccc1)[C@@H]23)Nc1ccc(F)cc1F | u
COc1ccc(-c2noc([C@@H](C)N(C)C)c2C(=O)O)cc1 | -18%[86.2 µM]
CCCCc1nn2c(=O)cc(COC(=O)c3ccccc3NC(=O)c3cccs3)nc2s1 | -7%
Cc1ccc(NC(=O)c2ncoc2-c2cccs2)c(C)c1 | 31%[activator]
O=C1CO[C@H]2CCN(Cc3ccc4[nH]ccc4c3)CC[C@@H]2N1Cc1ccc(O)cc1 | u
COc1cccc(CN2CCCC(C(=O)NCc3ccccc3)CCNC(=O)CC2)c1 (stereo unspecified) | -9%
Cc1cc(C)cc(NC(=O)Cn2nnc(C(=O)NCc3ccco3)c2N)c1 | -19%
O=C(c1ccnc(-c2nnc3ccc(N4CCOCC4)nn23)c1)N1CCCCC1 | -40%[86.2 µM]
Cc1ccc(C(=O)N2CCC3(CC2)NC(=O)N(c2cccc(Cl)c2)N3)c(C)c1 | 13%
Cc1ccc(-c2cc(C(=O)NCCN(C)C)c3ccccc3n2)cc1C | u
CN(C)CCCNC(=O)C(=O)Nc1ccc2cc[nH]c2c1 | -4%
COc1cc(CN2CCC(C)(NC(C)=O)CC2)cc(-c2c(C)noc2C)c1 | -24%[86.2 µM]
CCC(Sc1nnc(C)n1-c1ccccc1)C(=O)Nc1cc(C)on1 (stereo unspecified) | 17%
Continuation:
SMILES | KDM5B inh
Cc1cc(NC(=O)C(C)SCC(=O)OCc2c(Cl)cccc2Cl)no1 (stereo unspecified) | -4%
NC(=S)Nc1cccc(Br)c1 | 2%
CN(CC(=O)NCc1ccccc1)S(=O)(=O)c1ccc2[nH]c3c(c2c1)CCCC3 | u
Cc1nc(N)sc1C(=O)N/N=C/c1ccc([N+](=O)[O-])cc1 | -5%
C[C@H]1CCCN1C(=O)c1nnc(COc2ccc(C#N)cc2)n1-c1cccnc1 | 22%[86.2 µM]
CCN1C(=O)C(Cc2nc3ccccc3c(=O)n2CCCO)c2cc(C)ccc21 (stereo unspecified) | 5%
CC(=O)N1CCC(N2C[C@@H]3C[C@H]2C(=O)N(Cc2ccc(OC(F)(F)F)cc2)c2ccccc2O3)CC1 | u
CCOC(=O)c1c(C)oc2nc(C)nc(NCCc3ccc(OCC)c(OCC)c3)c12 | -10%
CN1CC(=O)N(C2CCNC2)Cc2c1ncnc2N1CCC(N2CCOCC2)CC1 (stereo unspecified) | u
Cc1ccc(S(=O)(=O)NCc2nc(-c3cccc(C)c3)no2)cc1 | -24%
Cc1ccc2c(Cl)cc(Cl)c(OCC(=O)NC(C)C(C)C)c2n1 (stereo unspecified) | 16%
CC(NC(=O)c1ccccc1)c1nc2ccccc2n1Cc1ccc(Cl)cc1 (stereo unspecified) | 2%
COc1ccccc1NC(=O)C1=C(C)Nc2nc(SCc3ccccc3C)nn2C1CC(C)C (stereo unspecified) | -16%
COc1cccc(CN2CCc3c(cc(C(=O)Nc4cccc(C)c4C)n3C)C2)c1 | -19%
CCOc1ccc(-c2cccc(NS(=O)(=O)c3c(C)cc(C)cc3C)c2)nn1 | -16%
COc1cccc(CN2Cc3nc(OCc4ccc(F)cc4)ccc3OCC2=O)c1 | 257%[activator][86.2 µM]
CCCOc1ccc(CNC(=O)C2CCCN(c3nc4c(C)cc(C)cc4s3)C2)cc1 (stereo unspecified) | 4%
O=C(NCc1ccc(F)cc1)C(Cc1ccccc1)n1cccc1 (stereo unspecified) | 11%
COC(=O)C1(NC(=O)c2c(F)cccc2Cl)CCCCC1 | -5%
CCOc1cc(C#N)c(NC(=O)c2ccc(OC)c(S(=O)(=O)N3CCCC3)c2)cc1OCC | 20%&-12%
CN(C)CC(=O)Nc1sc2c(c1C#N)CCCCC2 | -8%
COCCNC(=O)Cn1cnc2c1c(=O)n(C)c(=O)n2C | 3%
CSc1ccc(-c2ccc(C=O)cc2)cc1 | 10µM*
CS(=O)(=O)N1CCCCCCNC(=O)[C@@H]2C[C@@H](c3nc(-c4cccnc4)no3)C[C@@H]21 | -18%
CC1CCN(C(=O)C2CCCN2S(=O)(=O)c2ccc(Cl)cc2)CC1 (stereo unspecified) | 13%

A different layout for three compounds above.
smiles	KDM5B inh
COc1cccc(CN2Cc3nc(OCc4ccc(F)cc4)ccc3OCC2=O)c1	257%[activator][86.2 µM]
CCCOc1ccc(CNC(=O)C2CCCN(c3nc4c(C)cc(C)cc4s3)C2)cc1 (stereo unspecified)	4%
O=C(NCc1ccc(F)cc1)C(Cc1ccccc1)n1cccc1 (stereo unspecified)	11%

(listing goes on)
SMILES | KDM5B inh
CNC(=O)c1cccc(NC(=O)CSCc2csc(-c3ccc(C(C)C)cc3)n2)c1 | -6%
O=C1[C@@H]2C[C@@H](CN2Cc2ccccn2)Oc2ccccc2N1Cc1ccccc1 | -29%[86.2 µM]
Cc1ccccc1C(=O)Nc1ccccc1-c1nc(-c2ccccc2)no1 | -20%
O=C(Nc1ccc(Cl)cc1)c1nc2ccccc2nc1N1CCCCC1 | 0%
Nc1nn(-c2ccccc2)nc1C(=O)OCc1c(F)cccc1Cl | u
COc1ccc(CNC(C)C)c2ccccc12 | u
O=c1[nH]c(CN(Cc2cccs2)CC2CCCO2)nc2scc(-c3ccc(F)cc3)c12 (stereo unspecified) | -17%
CCC(C)NC(=O)Cn1c(=O)n(C)c(=O)c2sc(N3CCCC3)nc21 (stereo unspecified) | -12%
COc1ccc(Cl)cc1NC(=O)CSc1nc2c(c(=O)n1CCc1ccccc1)SCC2 | 27%
O=C(O)C(Cc1ccccc1-c1ccccc1)C(=O)O | 17%
CN(C)[C@@H]1CN(C(=O)c2ccncc2)CCC1(O)c1ccccc1 (stereo partly specified) | -11%
O=C(CCC(=O)c1ccc2c(c1)CCC2)NC1CCCc2ccccc21 (stereo unspecified) | 15%
O=C(CC1CCCCN(Cc2ccccc2)C1=O)NCc1ccc(F)cc1 (stereo unspecified) | 31%[activator]
OCc1ccc(CNC2(Cc3cc(COc4ccccc4)on3)COC2)o1 | -33%[86.2 µM]
O=C(Nc1cccc(C(F)(F)F)c1)c1ccc(C2Nc3ccccc3S(=O)(=O)N2)cc1 (stereo unspecified) | u
Cc1ccc(C2Cn3cnc(C(=O)N4CCC(C(=O)NC5CCCCC5)CC4)c3CO2)cc1 (stereo unspecified) | 26%
CC1CCN(S(=O)(=O)c2cc3cc(F)ccc3oc2=O)CC1 | -16%
Cc1cc(C)c(S(=O)(=O)NCCO)cc1C | 20%
Cc1ccc(S(=O)(=O)N2CCN(C)C3(CCC(=O)N(C)CC3)C2)cc1F (stereo unspecified) | -19%
COc1cccc(CNC(=O)CSc2ncc(S(=O)(=O)c3ccc(C)c(Cl)c3)c(=O)[nH]2)c1 | 9%
COCCn1c(SCCC#N)nnc1-c1ccc(Cl)cc1 | 4%
COc1cc(CN(C(=O)COc2ccc(Cl)c(C)c2)c2ccccn2)cc(OC)c1OC | u
CCN1CCSc2ccc(C(=O)NCc3ccc(F)cc3)cc21 | u
CC(C)(C)NC(=O)c1cc(-c2ccc3c(c2)OCO3)nc2ccccc12 | -27%
Cn1c(=O)[nH]c(=O)c2c1nc(N1CCN(Cc3c(F)cccc3Cl)CC1)n2Cc1ccccc1 | 20%

Next section; the last 2 above are carried over.
SMILES | KDM5B inh
CC(C)(C)NC(=O)c1cc(-c2ccc3c(c2)OCO3)nc2ccccc12 | -27%
Cn1c(=O)[nH]c(=O)c2c1nc(N1CCN(Cc3c(F)cccc3Cl)CC1)n2Cc1ccccc1 | 20%
CC(=O)N1CCCC(c2[nH]ccc2C(=O)N2CCc3ccccc32)C1 (stereo unspecified) | -33%
Oc1ccc(-c2nccc(-c3ccc(F)cc3)n2)cc1 | -2%
O=C(NCc1ccc(OC(F)(F)F)cc1)N1CCc2nc3cc[nH]n3c(=O)c2C1 | u
O=C1NCC2(CCCN(C(=O)CCc3ccc(=O)[nH]n3)C2)O1 (stereo unspecified) | 7%
CN(Cc1ccc(Br)cc1)C(=O)c1cc2ccccc2[nH]1 | 2%
O=C(CSc1nc(=O)n(Cc2ccco2)c2c1CCC2)Nc1ccccc1C(F)(F)F | u
CCn1cc(S(=O)(=O)N2CCC(c3ncc(C)n3CCOC)C2)cn1 (stereo unspecified) | 14%
COc1ccc(CC(=O)N2CCC3(CCCN(CC4CCC4)C3=O)C2)cc1 (stereo unspecified) | 4%
COCCN1CCC(N2CCN(S(=O)(=O)c3ccc(C(F)(F)F)cc3)CC2)C1=O (stereo unspecified) | 23%
Cc1oc(-c2ccccc2)nc1CC(=O)Nc1ccccc1I | -7%
CCc1n[nH]c(CC2CCN(C(=O)Nc3ccc4c(c3)OCCO4)CC2)n1 | 22µM*
CNC(=O)[C@@H](CC(C)C)N1CCC[C@H]1C(=O)N[C@@H](CO)CC(C)C | -17%[86.2 µM]
N#Cc1cccc(COc2ccccc2C(N)=O)c1 | 25%
COc1ccc(C(=O)N2CCOC3(CCN([S+](C)(=O)[O-])CC3)C2)cc1 | -5%[115 µM]
CCOc1ccc(C(=O)N2CCC3(CC2)CN(C2CCC2)CC3COC)cc1 (stereo unspecified) | u
CCOc1ccccc1NC(=O)N1c2ccccc2Sc2ccccc21 | u
Fc1ccccc1-c1noc(NCc2ccccc2)n1 | -6%
NC(=O)NC(=O)COC(=O)c1ccc2noc(-c3ccccc3)c2c1 | -13%
CCOC(=O)c1ccc(NC(=O)CCC(=O)N2Cc3ccccc3Oc3ncccc32)cc1 | -6%
CC(C)=CCC1(CO)CCCN(CC(=O)N2CCCCCC2)C1 (stereo unspecified) | 19%
O=C(NC1C2CC3CC(C2)CC1C3)c1cccc(Br)c1 (stereo unspecified) | 19%
O=C(C1CC1)N1CCCC(Cc2noc(-c3ccccn3)n2)C1 (stereo unspecified) | -4%
CC(C)COc1cccc(C(=O)Nc2ccc3oc(-c4ccncc4)nc3c2)c1 | u
CC(=O)NCCc1ccc(C(=O)Cn2nnc(-c3cccc(F)c3)n2)cc1 | -8%
O=C1CCCCC(CNC(=O)c2cncc(Br)c2)N1 (stereo unspecified) | -1%

Quoted from the entries so far (six entries):
SMILES | KDM5B inh
CC(C)=CCC1(CO)CCCN(CC(=O)N2CCCCCC2)C1 (stereo unspecified) | 19%
O=C(NC1C2CC3CC(C2)CC1C3)c1cccc(Br)c1 (stereo unspecified) | 19%
O=C(C1CC1)N1CCCC(Cc2noc(-c3ccccn3)n2)C1 (stereo unspecified) | -4%
CC(C)COc1cccc(C(=O)Nc2ccc3oc(-c4ccncc4)nc3c2)c1 | u
CC(=O)NCCc1ccc(C(=O)Cn2nnc(-c3cccc(F)c3)n2)cc1 | -8%
O=C1CCCCC(CNC(=O)c2cncc(Br)c2)N1 (stereo unspecified) | -1%

The results go on:
SMILES | KDM5B inh
O=C(c1cccs1)N1CCCC1c1nc(C2CCOCC2)no1 (stereo unspecified) | -27%
Cc1ccc(NC(=O)Cn2ncn3c(cc4ccccc43)c2=O)c(C)c1 | u
CN(C)c1cccc(-c2ncc3c(n2)OCCN(Cc2ccc(F)cc2F)C3=O)c1 | u
CCOC(=O)c1cc2c(=O)n3ccccc3nc2n(CCCOC)c1=NC(=O)C(C)(C)Oc1ccc(Cl)cc1 | u
Cc1oc(-c2cccc(Cl)c2)nc1CN1CCN2C(=O)CNC(=O)C2C1 (stereo unspecified) | -27%
CN(c1ccc(C(=O)N2CCN(Cc3ccccc3)CC2)cc1)S(=O)(=O)c1ccc(Cl)cc1 | 5%
O=C(NC[C@H]1OC[C@@H](NC2CCCC2)[C@@H]1O)Nc1ccccc1 | 24%[86.2 µM]
CCOC(=O)c1ccc(Nc2nc3ccccc3nc2NS(=O)(=O)c2ccc(C)c(C)c2)cc1 | 7%
COc1cccc(C(=O)N2CCN(c3cc(-c4cccs4)[nH]n3)CC2)c1OC | u
NC(=O)CCNc1ccccc1 | 16%

3 of these compounds, set out differently:
smiles	KDM5B inh
COc1cc(CN2CCC(C)(NC(C)=O)CC2)cc(-c2c(C)noc2C)c1	-24%[86.2 µM]
CCC(Sc1nnc(C)n1-c1ccccc1)C(=O)Nc1cc(C)on1 (stereo unspecified)	17%
Cc1cc(NC(=O)C(C)SCC(=O)OCc2c(Cl)cccc2Cl)no1 (stereo unspecified)	-4%

Screening results (PubChem)
